Mtb FBA inh = Mtb fructose-bisphosphate aldolase inhibition | P9WQA3 | purified M. tuberculosis FBA, fluorescence read-out | inhibition, % at 1 µM | 360,000 tested, 2.3% active | AID 588726; in the data active means inhibition above about 27%;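 further: 0% = vehicle and 100% = reference inhibitor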
Target sequence (P9WQA3 whole entry, looked up): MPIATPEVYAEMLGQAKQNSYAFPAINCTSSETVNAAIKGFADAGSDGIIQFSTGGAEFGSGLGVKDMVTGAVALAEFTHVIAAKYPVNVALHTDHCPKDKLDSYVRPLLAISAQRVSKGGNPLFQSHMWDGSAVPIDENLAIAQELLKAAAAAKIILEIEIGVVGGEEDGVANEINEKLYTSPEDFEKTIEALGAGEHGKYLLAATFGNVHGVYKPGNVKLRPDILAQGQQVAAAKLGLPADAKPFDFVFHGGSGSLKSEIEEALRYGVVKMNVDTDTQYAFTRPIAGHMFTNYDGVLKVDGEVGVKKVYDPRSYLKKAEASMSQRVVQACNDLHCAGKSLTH
Mtb BioA inh = blocks M. tuberculosis BioA enzyme activity; purified M. tuberculosis BioA enzyme, plate reader; inhibition, % at 9.99 µM; 360,000 tested, 0.096% active; AID 602481; in the data active means inhibition above about 40%
SSB-PriA inh = inhibitors of Klebsiella pneumoniae PriA binding to SSB C-terminal tail; AlphaScreen SSBct-PriA binding, biotinylated peptide; inhibition, % at 33 µM; 430,000 tested, 0.6% active; in the data active means inhibition mostly above about 37%, no sharp cut-off; inactive means mostly below about 20%;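 further: plate controls were negative control peptide for no effect and reference peptide for full effect; strong numbers were not always called active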
BH1578 lux ind = inducers of Vibrio cholerae quorum light production without autoinducers; V. cholerae BH1578 lux reporter, luminescence, 6 h; activation, % at 18.7 µM; 350,000 tested, 0.16% active; in the data active means activation mostly above about 9.7%, no sharp cut-off; further: not every result past the cut was called active; inactives centre near 0; reference of the scale not given here
MazF activator = increases E. coli MazEF RNase cleavage of RNA | P0AE70 | FAM/BHQ RNA-DNA oligo cleavage fluorescence, 5 h | activation, % at 20 µM | 350,000 tested, 0.32% active; in the data active means activation above about 50%
Target sequence (P0AE70 whole entry, looked up): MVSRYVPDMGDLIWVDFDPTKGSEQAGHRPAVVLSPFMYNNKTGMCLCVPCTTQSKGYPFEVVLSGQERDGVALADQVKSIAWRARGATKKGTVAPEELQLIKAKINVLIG
SARS 3CLpro inh = SARS-CoV 3CLpro protease inhibition. inhibition, % at 6 µM. recombinant SARS-CoV 3CLpro, quenched FRET peptide cleavage. P0C6X7. 290,000 tested, 0.14% active; in the data active means inhibition above about 12%
UGM FP inh = Mtb UDP-galactopyranose mutase inhibition; P9WIQ1; purified UGM, fluorescence polarization probe displacement; inhibition, % at 10 µM; 320,000 tested, 0.06% active; AID 504406; in the data active means inhibition above about 10%, passing the limit was not always enough
VHR inh abs = inhibitors of human VHR1 phosphatase (DUSP3); recombinant VHR phosphatase, pNPP absorbance; 290,000 tested, 0.52% active; inhibition, % at 13.3 µM; P51452; AID 1654; in the data active means inhibition above about 50%; further: some compounds called inactive have numbers as strong as hits
Target sequence (P51452 whole entry, looked up): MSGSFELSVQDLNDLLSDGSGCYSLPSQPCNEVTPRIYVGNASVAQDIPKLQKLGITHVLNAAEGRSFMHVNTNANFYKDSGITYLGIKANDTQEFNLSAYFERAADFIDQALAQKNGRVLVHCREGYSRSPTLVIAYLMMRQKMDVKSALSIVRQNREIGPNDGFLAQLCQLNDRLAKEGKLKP
GDH-TPI counter = counter-screen for M. tuberculosis FBA inhibitors: GDH-TPI coupled enzymes | GDH-TPI coupled enzyme counterscreen, NADH absorbance | inhibition, % at 4.8 µM | 360,000 tested, 1.2% active | AID 588335; in the data active means inhibition above about 30%;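 further: 0% = DMSO wells and 100% = wells lacking the enzyme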
Rv3671c inh = Rv3671c (M. tuberculosis) protease inhibition. 320,000 tested, 0.048% active. inhibition, % at 5.96 µM. P9WHR9; in the data active means inhibition above about 38%;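 further: extracellular domain of Rv3671c used as enzyme; 0% = enzyme with DMSO and 100% = no enzyme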
Target sequence (P9WHR9 whole entry, looked up, the tested form may be a part): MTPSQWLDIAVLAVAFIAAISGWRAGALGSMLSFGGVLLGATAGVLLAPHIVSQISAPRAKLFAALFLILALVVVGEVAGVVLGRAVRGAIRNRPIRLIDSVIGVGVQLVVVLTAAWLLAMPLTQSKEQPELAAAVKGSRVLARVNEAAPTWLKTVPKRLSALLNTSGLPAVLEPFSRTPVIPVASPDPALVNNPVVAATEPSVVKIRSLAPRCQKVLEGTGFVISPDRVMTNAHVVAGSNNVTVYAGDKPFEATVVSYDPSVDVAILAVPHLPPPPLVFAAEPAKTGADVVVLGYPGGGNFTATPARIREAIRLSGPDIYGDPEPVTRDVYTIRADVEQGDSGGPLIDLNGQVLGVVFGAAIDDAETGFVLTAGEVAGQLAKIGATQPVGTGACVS
* marks the source's active call; other numbers are inactive results. These rows are one share of the data, so the mix of outcomes need not match the whole.

Start of the data: the first 2 records, ahead of the listing:
How did O=C(Nc1ccccc1Cc1ccccc1)c1ccncc1 do in these assays?
Mtb FBA inh: 2; Mtb BioA inh: -1.4; SSB-PriA inh: -5; BH1578 lux ind: -1.6; MazF activator: 0; SARS 3CLpro inh: -2; UGM FP inh: -1.4; VHR inh abs: 10; GDH-TPI counter: -2; Rv3671c inh: -3

How did Cn1cnnc1SCc1ccc(C(=O)n2ncc(C#N)c2N)cc1 do in these assays?
Mtb FBA inh: 3; Mtb BioA inh: 0.0; SSB-PriA inh: -10; BH1578 lux ind: inactive; MazF activator: 5; SARS 3CLpro inh: -6; UGM FP inh: -1.0; VHR inh abs: 18; GDH-TPI counter: 6; Rv3671c inh: -7

The list itself (from the top)
How did O=C(Nc1ccccc1Cc1ccccc1)c1ccncc1 do in these assays?
Mtb FBA inh: 2; Mtb BioA inh: -1.4; SSB-PriA inh: -5; BH1578 lux ind: -1.6; MazF activator: 0; SARS 3CLpro inh: -2; UGM FP inh: -1.4; VHR inh abs: 10; GDH-TPI counter: -2; Rv3671c inh: -3

How did Cn1cnnc1SCc1ccc(C(=O)n2ncc(C#N)c2N)cc1 do in these assays?
Mtb FBA inh: 3; Mtb BioA inh: 0.0; SSB-PriA inh: -10; BH1578 lux ind: inactive; MazF activator: 5; SARS 3CLpro inh: -6; UGM FP inh: -1.0; VHR inh abs: 18; GDH-TPI counter: 6; Rv3671c inh: -7

What do the screens show for `COc1ccc(OC)c(S(=O)(=O)NC(C)(C)C)c1`?
Mtb FBA inh: 0; Mtb BioA inh: -0.3; SSB-PriA inh: -10; BH1578 lux ind: inactive; MazF activator: -1; SARS 3CLpro inh: -3; UGM FP inh: -1.8; VHR inh abs: 4; GDH-TPI counter: -1; Rv3671c inh: 5

How did O=C(c1ccc(N2CCCC2=O)cc1)N1CCN(c2ccccc2Cl)CC1 do in these assays?
Mtb FBA inh: -2; Mtb BioA inh: 16; SSB-PriA inh: -2; BH1578 lux ind: -1.1; MazF activator: 2; UGM FP inh: -1.9; GDH-TPI counter: -3; Rv3671c inh: 5

How did CC1CCC(NC(=O)C2CCN(S(=O)(=O)c3ccc4nc5c(c(C(=O)O)c4c3)CC(C)CC5)CC2)CC1 (configuration not stated) do in these assays?
Mtb FBA inh: -3; Mtb BioA inh: -0.1; SSB-PriA inh: 3; BH1578 lux ind: -0.2; MazF activator: 0; SARS 3CLpro inh: -3; UGM FP inh: 1.1; VHR inh abs: -15; GDH-TPI counter: 1; Rv3671c inh: -8

Results for O=C(Nc1nccs1)c1ccc2ccccc2n1 ?
Mtb FBA inh: 1; Mtb BioA inh: -1.9; SSB-PriA inh: 0; BH1578 lux ind: -0.3; MazF activator: 10; SARS 3CLpro inh: -2; UGM FP inh: -1.4; VHR inh abs: 31; GDH-TPI counter: 0; Rv3671c inh: 0

How did CCCCN(C)C(=O)c1cc2cc3ccc(OC)cc3nc2o1 do in these assays?
Mtb FBA inh: 78*; Mtb BioA inh: -0.8; SSB-PriA inh: -11; BH1578 lux ind: inactive; MazF activator: 0; SARS 3CLpro inh: 0; UGM FP inh: -2.4; VHR inh abs: 4; GDH-TPI counter: 15; Rv3671c inh: -4

How did CC1Oc2ccccc2N(CC(=O)N2CCc3ccccc32)C1=O (configuration not stated) do in these assays?
Mtb FBA inh: 4; Mtb BioA inh: -0.9; BH1578 lux ind: inactive; MazF activator: -13; SARS 3CLpro inh: 3; UGM FP inh: 2.6; VHR inh abs: 32; GDH-TPI counter: -2; Rv3671c inh: 3

What do the screens show for `O=C(CN1C(=O)S/C(=C/C=C/c2ccccc2)C1=O)Nc1ccc(C(=O)O)cc1`?
Mtb FBA inh: -1; SSB-PriA inh: -16; BH1578 lux ind: -0.8; MazF activator: 5; SARS 3CLpro inh: 9; UGM FP inh: 0.5; VHR inh abs: 14; GDH-TPI counter: 21; Rv3671c inh: -19

What do the screens show for `Cc1ccccc1-c1cccc([C@@H]2C[C@H]3[C@H](CON3C)CN2S(=O)(=O)c2ccccc2C)c1`?
Mtb FBA inh: -2; Mtb BioA inh: 2.2; SSB-PriA inh: -6; BH1578 lux ind: 1.0; MazF activator: -8; GDH-TPI counter: 3

Results for COc1ccccc1NC(=O)CSc1nc2[nH]ncc2c(=O)[nH]1 ?
Mtb FBA inh: -1; SSB-PriA inh: -3; BH1578 lux ind: -1.4; MazF activator: 6; UGM FP inh: 2.4; GDH-TPI counter: 7; Rv3671c inh: -12

Results for O=C(CN1CCOCC1)Nc1c(-c2ccccc2)c2cc(Br)ccc2[nH]c1=O ?
Mtb FBA inh: -1; Mtb BioA inh: -0.7; SSB-PriA inh: -6; BH1578 lux ind: inactive; MazF activator: 7; SARS 3CLpro inh: -3; UGM FP inh: -11; VHR inh abs: 1; GDH-TPI counter: 6; Rv3671c inh: -11

How did O=C(COC(=O)CCC(=O)c1cccs1)Nc1ccc(F)c(F)c1F do in these assays?
Mtb FBA inh: 0; Mtb BioA inh: -0.2; SSB-PriA inh: -4; BH1578 lux ind: -0.5; MazF activator: 8; UGM FP inh: 1.6; GDH-TPI counter: 11; Rv3671c inh: 0

What do the screens show for `O=C(COC(=O)CCc1ccccc1)Nc1cc([N+](=O)[O-])ccc1F`?
Mtb FBA inh: -1; Mtb BioA inh: 1.5; SSB-PriA inh: -14; BH1578 lux ind: -0.3; MazF activator: 5; SARS 3CLpro inh: -5; UGM FP inh: 0.1; VHR inh abs: 7; GDH-TPI counter: -2; Rv3671c inh: 5

How did COc1ccc(C(=O)n2nc(C)cc2C)cc1Br do in these assays?
Mtb FBA inh: 1; Mtb BioA inh: -1.6; SSB-PriA inh: -43; BH1578 lux ind: -0.2; MazF activator: -13; SARS 3CLpro inh: 5; UGM FP inh: 0.5; VHR inh abs: 24; GDH-TPI counter: 5; Rv3671c inh: 0

Results for O=C(N/N=C/c1c(O)n(CCc2ccc(F)cc2)c(=O)[nH]c1=O)c1ccncc1 ?
Mtb FBA inh: 3; BH1578 lux ind: inactive; MazF activator: -4; SARS 3CLpro inh: 3; UGM FP inh: 1.9; VHR inh abs: -4; GDH-TPI counter: 21; Rv3671c inh: -2

Results for O=C(O)c1cc(C(=O)C2CCCCC2)c[nH]1 ?
Mtb FBA inh: 0; SSB-PriA inh: -2; BH1578 lux ind: -0.2; MazF activator: 4; SARS 3CLpro inh: 2; UGM FP inh: -1.2; VHR inh abs: 2; GDH-TPI counter: -3; Rv3671c inh: -6

Results for COc1cc(C2N(C)C(=O)c3ccccc3N2C)ccc1O (configuration not stated) ?
Mtb FBA inh: 76*; Mtb BioA inh: 6.6; SSB-PriA inh: -14; BH1578 lux ind: -0.7; MazF activator: 8; SARS 3CLpro inh: -7; UGM FP inh: 1.6; VHR inh abs: 35; GDH-TPI counter: 0; Rv3671c inh: 0

Results for COC(=O)C1CCN(C(=O)c2ccc3oc(Cc4ccc(Cl)cc4)nc3c2)CC1 ?
Mtb FBA inh: 2; Mtb BioA inh: 4.2; SSB-PriA inh: -1; BH1578 lux ind: inactive; MazF activator: -1; SARS 3CLpro inh: 4; UGM FP inh: 1.1; VHR inh abs: 2; GDH-TPI counter: 6; Rv3671c inh: 6

Results for COc1ccc(C(=O)N/C(=C\c2cn(S(=O)(=O)N(C)C)c3ccccc23)C(=O)NCCN2CCOCC2)cc1OC ?
Mtb FBA inh: -1; SSB-PriA inh: 5; BH1578 lux ind: inactive; MazF activator: 3; SARS 3CLpro inh: -1; UGM FP inh: -0.1; VHR inh abs: -4; GDH-TPI counter: 12; Rv3671c inh: 2

Results for Cc1ccc(S(=O)(=O)NNC(=O)CCCCC(=O)NNS(=O)(=O)c2ccc(C)cc2)cc1 ?
Mtb FBA inh: 2; Mtb BioA inh: -1.3; SSB-PriA inh: -11; BH1578 lux ind: -0.4; MazF activator: -1; SARS 3CLpro inh: -2; UGM FP inh: 0.8; VHR inh abs: 16; GDH-TPI counter: -2; Rv3671c inh: -4

What do the screens show for `O=C(CNC(=O)c1ccc2c(c1)OCO2)N/N=C/c1cccc([N+](=O)[O-])c1`?
Mtb FBA inh: -2; BH1578 lux ind: 0.5; MazF activator: -1; SARS 3CLpro inh: 1; UGM FP inh: -1.0; VHR inh abs: 17; GDH-TPI counter: 2; Rv3671c inh: 5

Results for O=C(CSc1nnc(-c2ccccc2F)n1C1CC1)Nc1cccnc1Cl ?
Mtb FBA inh: -3; Mtb BioA inh: 1.4; SSB-PriA inh: 7; BH1578 lux ind: inactive; MazF activator: -2; SARS 3CLpro inh: 1; UGM FP inh: -1.0; VHR inh abs: -4; GDH-TPI counter: 0; Rv3671c inh: -8

How did CCOC(=O)CNC(=O)C12CC3CC(C1)CC(c1ccc(C)cc1)(C3)C2 do in these assays?
Mtb FBA inh: 1; SSB-PriA inh: -13; BH1578 lux ind: -0.3; MazF activator: 5; SARS 3CLpro inh: 2; UGM FP inh: -2.6; VHR inh abs: 33; GDH-TPI counter: -5; Rv3671c inh: -2

Results for CCCC1=Nc2cc(C(=O)NCCCN3CCOCC3)ccc2Sc2ccccc21 ?
Mtb FBA inh: 3; Mtb BioA inh: 1.0; SSB-PriA inh: 6; BH1578 lux ind: -5.6; MazF activator: -16; SARS 3CLpro inh: -3; UGM FP inh: 0.5; VHR inh abs: -8; GDH-TPI counter: 6; Rv3671c inh: -7

How did N=c1ccn(Cc2ccc(Cl)c(Cl)c2)cc1 do in these assays?
Mtb FBA inh: 4; Mtb BioA inh: -1.5; SSB-PriA inh: -12; BH1578 lux ind: 1.8; MazF activator: 4; SARS 3CLpro inh: 1; UGM FP inh: 4.7; VHR inh abs: -6; GDH-TPI counter: 6; Rv3671c inh: -2

How did Cc1cccc(N2CCN(S(=O)(=O)c3c(C(=O)N4CCCCC4)c(C)n(C)c3C)CC2)c1C do in these assays?
Mtb FBA inh: -1; Mtb BioA inh: 2.1; SSB-PriA inh: 27; BH1578 lux ind: inactive; MazF activator: 6; SARS 3CLpro inh: -5; UGM FP inh: -0.8; VHR inh abs: 6; GDH-TPI counter: -8; Rv3671c inh: 9

What do the screens show for `N#CCSc1nnc(-c2ccc(F)cc2)n1N`?
Mtb FBA inh: -5; SSB-PriA inh: -7; BH1578 lux ind: inactive; MazF activator: -9; SARS 3CLpro inh: -5; UGM FP inh: 0.3; VHR inh abs: 2; GDH-TPI counter: -14; Rv3671c inh: -2

How did O=C(/C=C/c1ccccc1)Nc1ccc(Cl)cn1 do in these assays?
Mtb FBA inh: -4; SSB-PriA inh: -18; BH1578 lux ind: -0.2; MazF activator: -3; SARS 3CLpro inh: 6; VHR inh abs: 12; GDH-TPI counter: 0

How did O=C1C=C(c2ccccc2)C(c2ccccc2)C1 (configuration not stated) do in these assays?
Mtb FBA inh: 0; Mtb BioA inh: 0.4; SSB-PriA inh: -6; BH1578 lux ind: inactive; MazF activator: 6; GDH-TPI counter: -8

What do the screens show for `CCOC(=O)C(NC(C)=O)C(=O)Nc1c(C)cccc1C` (configuration not stated)?
Mtb FBA inh: -2; SSB-PriA inh: 5; BH1578 lux ind: -0.3; MazF activator: 0; SARS 3CLpro inh: 7; UGM FP inh: 1.5; VHR inh abs: 29; GDH-TPI counter: 4; Rv3671c inh: -11

Results for CCNC(=O)N1C(=O)C2(OCCO2)c2cc(Br)ccc21 ?
Mtb FBA inh: -3; Mtb BioA inh: 0.3; SSB-PriA inh: -13; BH1578 lux ind: inactive; MazF activator: -2; SARS 3CLpro inh: 0; UGM FP inh: 1.6; VHR inh abs: 21; GDH-TPI counter: -9; Rv3671c inh: 3

Results for COc1cc(/C=C(\C#N)C(=O)NCC2CCCO2)ccc1OC(C)C (configuration not stated) ?
Mtb FBA inh: 0; SSB-PriA inh: -4; BH1578 lux ind: -0.1; MazF activator: 3; SARS 3CLpro inh: 4; UGM FP inh: -0.1; VHR inh abs: -1; GDH-TPI counter: 16; Rv3671c inh: 0

How did Cc1cc(N2CCOCC2)ccc1/C=C1\NC(=O)N(CC(=O)Nc2ccc(F)cc2)C1=O do in these assays?
Mtb FBA inh: -3; SSB-PriA inh: 3; BH1578 lux ind: -0.9; MazF activator: 20; SARS 3CLpro inh: -3; UGM FP inh: 4.4; VHR inh abs: 1; GDH-TPI counter: 22; Rv3671c inh: 3

Assay outcomes: PubChem BioAssay, several laboratories
